Compound activity (PubChem)
TNFa cytotox: HUVEC cytotoxicity counter-screen, TNF alpha stimulated; HUVEC TNFalpha-stimulated, Hoechst cell count, imaging; cell count reduction, % at 2 µM; 93,000 compounds, 0.17% hits; AID 848;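 active = cell count reduction exceeding the screen mean by over 5 SD, scaled to untreated wells per plate, cut at about 78% in these data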;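 also: cells counted after 24 h of TNF alpha exposure following the 1 h pretreatment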
FAK inh: blocks human focal adhesion kinase activity | Q05397 | biochemical FAK kinase activity assay | inhibition, %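 (tested at 7 µM)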 | 97,000 compounds, 0.84% hits; in the data active = inhibition above about 19%;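 also: 0% = DMSO and 100% = reference compound high control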
Target sequence (Q05397 whole entry, looked up): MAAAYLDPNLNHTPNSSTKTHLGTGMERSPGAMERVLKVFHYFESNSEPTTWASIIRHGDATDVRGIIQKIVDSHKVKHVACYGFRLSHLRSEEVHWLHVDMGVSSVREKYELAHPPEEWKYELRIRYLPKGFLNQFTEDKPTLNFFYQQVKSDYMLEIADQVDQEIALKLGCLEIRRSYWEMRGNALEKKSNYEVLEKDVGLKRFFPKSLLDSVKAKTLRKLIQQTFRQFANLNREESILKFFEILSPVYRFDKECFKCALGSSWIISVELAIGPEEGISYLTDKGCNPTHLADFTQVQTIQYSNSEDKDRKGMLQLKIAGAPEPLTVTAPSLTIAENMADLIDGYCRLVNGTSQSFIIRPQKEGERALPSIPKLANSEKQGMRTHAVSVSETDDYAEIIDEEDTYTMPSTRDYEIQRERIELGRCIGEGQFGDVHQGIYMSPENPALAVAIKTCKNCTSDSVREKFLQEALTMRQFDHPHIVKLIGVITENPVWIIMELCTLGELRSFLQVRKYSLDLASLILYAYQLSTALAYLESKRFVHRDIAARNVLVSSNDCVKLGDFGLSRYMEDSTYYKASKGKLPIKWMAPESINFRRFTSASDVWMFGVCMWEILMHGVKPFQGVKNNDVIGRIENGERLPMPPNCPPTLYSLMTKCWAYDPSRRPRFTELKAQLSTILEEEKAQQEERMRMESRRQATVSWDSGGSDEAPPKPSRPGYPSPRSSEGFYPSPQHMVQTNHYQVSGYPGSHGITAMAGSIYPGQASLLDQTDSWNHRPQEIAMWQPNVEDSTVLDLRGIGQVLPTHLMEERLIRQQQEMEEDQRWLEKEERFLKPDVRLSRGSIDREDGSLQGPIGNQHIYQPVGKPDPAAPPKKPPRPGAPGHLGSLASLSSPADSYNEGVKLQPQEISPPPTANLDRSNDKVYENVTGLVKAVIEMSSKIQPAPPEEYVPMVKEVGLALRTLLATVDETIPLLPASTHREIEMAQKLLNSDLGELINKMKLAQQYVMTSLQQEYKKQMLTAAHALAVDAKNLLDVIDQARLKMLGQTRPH
VCAM1 TNFa inh: reduces TNF alpha induced VCAM1 expression in HUVEC; HUVEC TNFa-induced VCAM-1 immunofluorescence, high-content imaging; inhibition, % at 2 µM; 95,000 compounds, 0.48% hits; AID 802;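 active = inhibition above the batch mean plus 3 SD, with images confirmed as a hit by eye, cut at about 37% in these data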;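 also: 0% = TNF-stimulated DMSO wells and 100% = unstimulated control wells; not every result past the cut was called active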
ERa coact inh: blocks coactivator binding to human estrogen receptor alpha; TR-FRET ER-alpha LBD / SRC-1 peptide, estradiol-bound; P03372; 86,000 compounds, 1.7% hits; AID 629; inhibition, % at 25.6 µM; in the data active = inhibition above about 50%;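 also: 0% = receptor plus peptide control and 100% = peptide only without receptor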
F-actin modifier: alters cytoskeleton assembly in HUVEC cells | inhibition, % at 2 µM | AID 836 | HUVEC TNFa F-actin phalloidin imaging, high content | 91,000 compounds, 0.18% hits;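 active = inhibition above the batch mean plus 3 SD and confirmed as a hit by visual image inspection, cut at about 30% in these data, passing the limit was not always enough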; also: strong numbers were not always called active
PTPN22 act: activators of human LYP (PTPN22) phosphatase; 96,000 compounds, 0.11% hits; activation, % at 2 µM; Q9Y2R2; recombinant LYP, DiFMUP fluorescence; 0 = plate median, 100 = signal doubled;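 active = activation at 2 µM above a set limit, the mean plus 5 SD, cut at about 37% in these data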
PTK2B oligo ant: blocks oligomerization of human Pyk2 in cells; 99,000 compounds, 0.83% hits; Q293 cells, Pyk2 FERM NanoBiT luminescence; active compounds read low; Q14289; z-score (the deposit names both 25 µM and 10 µM);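 active = Z-score of -3 or lower, scaled per plate to the spread of control and sample wells; inactive = z-score above -3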;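 also: negative z-score means lost luminescence so less FERM oligomerization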
PTPN22 inh 2: inhibitors of human LYP (PTPN22) phosphatase; Q9Y2R2; recombinant LYP catalytic domain, DiFMUP fluorescence; inhibition, % at 2 µM; 96,000 compounds, 0.21% hits; AID 640;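 active = inhibition at 2 µM at or above a set limit, the screen mean plus 3 SD, cut at about 24% in these data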;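 also: 0% = DMSO with enzyme and 100% = enzyme fully blocked by orthovanadate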
HUVEC tox IL1B: toxic to HUVEC cells under IL-1B stimulation; HUVEC cell count loss, Hoechst imaging, IL-1B stimulated; cell count reduction, % at 2 µM; 94,000 compounds, 0.41% hits;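 active = cell count reduction more than 3 SD above the screen-wide mean, cut at about 70% in these data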;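 also: normalized per plate to untreated control cells as the no-loss baseline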
Numbers without * were called inactive; [ ] = dose if it differs, or a comment.

`CC(=O)Nc1ccc(C(=O)N2CCN(C(=O)c3ccco3)CC2)cc1` gave TNFa cytotox -11.4, FAK inh 0.9, VCAM1 TNFa inh 30.0, ERa coact inh -8.2, F-actin modifier 8.5, PTPN22 act 5.0, PTK2B oligo ant 1.75, PTPN22 inh 2 -4.9 and HUVEC tox IL1B -12.1.
For Cc1nnc(C)c2c(C)n(C(C)c3ccccc3)c(C)c12 (configuration not stated) the results were TNFa cytotox 0.0, FAK inh 6.7, VCAM1 TNFa inh -8.5, ERa coact inh 4.7[fluorescence artefact?], F-actin modifier 11.2, PTPN22 act 6.7, PTK2B oligo ant 0.29, PTPN22 inh 2 -4.2 and HUVEC tox IL1B 8.9.
`Cn1c(CNC(=O)Nc2ccccc2)nnc1SCc1ccccc1` gave TNFa cytotox -22.7, FAK inh 7.1, VCAM1 TNFa inh 3.2, ERa coact inh -1.1, F-actin modifier 16.7, PTPN22 act -0.5, PTK2B oligo ant -0.45, PTPN22 inh 2 -1.4 and HUVEC tox IL1B -10.3.
O=C(Nc1ccccc1-c1nnn(CC(=O)N2CCCc3ccccc32)n1)c1cccc(Cl)c1 was read as TNFa cytotox -9.8, FAK inh -2.2, VCAM1 TNFa inh 0.1, ERa coact inh 17.1, F-actin modifier 5.7, PTPN22 act -14.7, PTPN22 inh 2 13.5 and HUVEC tox IL1B 3.2.
`Cc1ccc(-n2c(CCC(=O)O)ccc2-c2cccs2)cc1` gave TNFa cytotox -32.2, FAK inh -1.5, VCAM1 TNFa inh 6.8, ERa coact inh 7.1, F-actin modifier -6.2, PTPN22 act 11.1, PTK2B oligo ant -0.21, PTPN22 inh 2 -14.2 and HUVEC tox IL1B -80.8.
Screening Cn1c(=O)c(C(=O)CN2CCOCC2)c(N)n(Cc2ccccc2)c1=O returned TNFa cytotox -52.7, FAK inh 0.1, VCAM1 TNFa inh -31.5, ERa coact inh -1.5, F-actin modifier -0.7, PTPN22 act 1.2, PTK2B oligo ant 0.85, PTPN22 inh 2 -3.1 and HUVEC tox IL1B 5.7.
For CCOc1ccc2nc(NCCCO)[nH]c2c1 the results were TNFa cytotox -5.2, FAK inh -0.4, VCAM1 TNFa inh 2.5, ERa coact inh 28.0, F-actin modifier -9.1, PTPN22 act 2.2, PTK2B oligo ant 0.48, PTPN22 inh 2 -0.1 and HUVEC tox IL1B 9.6.
For CS(=O)(=O)N(CC(=O)N1CCCCCC1)c1ccccc1 the results were TNFa cytotox 13.8, FAK inh 1.3, VCAM1 TNFa inh 25.9, ERa coact inh -32.3, F-actin modifier -18.3, PTPN22 act 1.0, PTK2B oligo ant 1.15, PTPN22 inh 2 -6.8 and HUVEC tox IL1B -27.0.
Screening COCCN(CCOC)C(=O)c1c[nH]c2ccc(S(=O)(=O)N(C)c3ccc(F)cc3)cc2c1=O returned TNFa cytotox -27.0, FAK inh 5.9, VCAM1 TNFa inh 0.8, ERa coact inh 53.4*[fluorescence artefact?], F-actin modifier 24.5, PTPN22 act 4.9, PTK2B oligo ant 0.42, PTPN22 inh 2 -6.2 and HUVEC tox IL1B 7.6.
`Cc1ccc(NC(=O)NC2CCCN2S(=O)(=O)c2ccc(Cl)cc2)cc1` (configuration not stated) gave TNFa cytotox 8.9, FAK inh 1.6, VCAM1 TNFa inh -19.3, ERa coact inh -2.5, F-actin modifier -2.6, PTPN22 act -4.1, PTK2B oligo ant -0.88, PTPN22 inh 2 6.3 and HUVEC tox IL1B -5.1.
CCOc1ccc(-c2cc(CCCC(=O)Nc3cc(OC)ccc3OC)no2)cc1 was read as FAK inh 6.1, PTPN22 act -2.1, PTK2B oligo ant -0.39 and PTPN22 inh 2 2.6.
CN(c1cccc(NC(=O)CCSc2ccccc2)c1)S(C)(=O)=O was read as TNFa cytotox -2.9, FAK inh -0.3, VCAM1 TNFa inh 12.4, ERa coact inh -27.7, F-actin modifier -1.4, PTPN22 act -7.5, PTK2B oligo ant -0.55, PTPN22 inh 2 4.7 and HUVEC tox IL1B -4.8.
`COCC(=O)N(Cc1ccccc1)c1ccccn1` gave TNFa cytotox -26.2, FAK inh -0.2, VCAM1 TNFa inh 4.6, ERa coact inh 11.6, F-actin modifier 2.2, PTPN22 act 2.1, PTK2B oligo ant -0.17, PTPN22 inh 2 -7.7 and HUVEC tox IL1B -3.2.
Screening COc1nc(Oc2ccc(C(=O)O)cc2)nc(Oc2ccc(C(=O)O)cc2)n1 returned TNFa cytotox -3.2, FAK inh -2.0, VCAM1 TNFa inh 17.1, ERa coact inh 6.1, F-actin modifier -13.9, PTPN22 act -3.0, PTK2B oligo ant 0.01, PTPN22 inh 2 6.4 and HUVEC tox IL1B -8.2.
`Cc1csc(=S)n1-c1ccccc1` gave TNFa cytotox -9.7, FAK inh -2.6, VCAM1 TNFa inh 6.5, ERa coact inh -4.2, F-actin modifier -5.5, PTPN22 act 3.2, PTK2B oligo ant -0.52, PTPN22 inh 2 -1.0 and HUVEC tox IL1B -21.6.
Screening CC(C)(C)n1ncc2c(=O)n(Cc3c(F)cccc3Cl)cnc21 returned TNFa cytotox -51.6, FAK inh -2.1, VCAM1 TNFa inh -29.0, F-actin modifier 4.1, PTPN22 act 2.8, PTK2B oligo ant -1.33, PTPN22 inh 2 -4.7 and HUVEC tox IL1B -4.8.
For O=C(O)CC1CCS(=O)(=O)C1 (configuration not stated) the results were TNFa cytotox 1.8, FAK inh -4.9, VCAM1 TNFa inh -5.0, ERa coact inh -4.7, F-actin modifier -12.8, PTPN22 act -4.3, PTK2B oligo ant 1.2, PTPN22 inh 2 3.7 and HUVEC tox IL1B -13.9.
COCCN(CCOC)C(=O)C12CCC(C)(C(=O)C1)C2(C)C (configuration not stated) was read as TNFa cytotox -32.2, FAK inh 1.8, VCAM1 TNFa inh -1.9, ERa coact inh 3.4, F-actin modifier 9.2, PTPN22 act -1.4, PTK2B oligo ant 0.51, PTPN22 inh 2 1.9 and HUVEC tox IL1B 25.9.
`O=C(Cn1cc(C(F)(F)F)ccc1=O)N1CCN(S(=O)(=O)c2ccc(Cl)cc2)CC1` gave TNFa cytotox -16.5, FAK inh 0.3, VCAM1 TNFa inh -10.4, ERa coact inh 3.2, F-actin modifier -2.2, PTPN22 act -0.9, PTK2B oligo ant 0.33, PTPN22 inh 2 0.3 and HUVEC tox IL1B -49.1.
O=C(C1=C(O)C(=O)N(CCN2CCOCC2)C1c1ccccn1)c1cccs1 (configuration not stated) was read as TNFa cytotox -24.8, FAK inh -8.3, VCAM1 TNFa inh -32.5, ERa coact inh -14.2, F-actin modifier 12.1, PTPN22 act -6.2, PTK2B oligo ant 0.1, PTPN22 inh 2 1.3 and HUVEC tox IL1B 8.6.

A draw from above in order of count of non-hydrogen atoms, low to high:
COCCN(CCOC)C(=O)C12CCC(C)(C(=O)C1)C2(C)C (configuration not stated) was read as TNFa cytotox -32.2, FAK inh 1.8, VCAM1 TNFa inh -1.9, ERa coact inh 3.4, F-actin modifier 9.2, PTPN22 act -1.4, PTK2B oligo ant 0.51, PTPN22 inh 2 1.9 and HUVEC tox IL1B 25.9.
Screening Cn1c(=O)c(C(=O)CN2CCOCC2)c(N)n(Cc2ccccc2)c1=O returned TNFa cytotox -52.7, FAK inh 0.1, VCAM1 TNFa inh -31.5, ERa coact inh -1.5, F-actin modifier -0.7, PTPN22 act 1.2, PTK2B oligo ant 0.85, PTPN22 inh 2 -3.1 and HUVEC tox IL1B 5.7.
Screening COCCN(CCOC)C(=O)c1c[nH]c2ccc(S(=O)(=O)N(C)c3ccc(F)cc3)cc2c1=O returned TNFa cytotox -27.0, FAK inh 5.9, VCAM1 TNFa inh 0.8, ERa coact inh 53.4*[fluorescence artefact?], F-actin modifier 24.5, PTPN22 act 4.9, PTK2B oligo ant 0.42, PTPN22 inh 2 -6.2 and HUVEC tox IL1B 7.6.

Next results:
For CC(C)Oc1ccc(CNCCC2(C(C)C)CCOC(C)(C)C2)cc1 (configuration not stated) the results were TNFa cytotox -3.8, FAK inh 2.2, VCAM1 TNFa inh 0.9, ERa coact inh -4.5, F-actin modifier -14.3, PTPN22 act -9.9, PTK2B oligo ant 0.07, PTPN22 inh 2 8.9 and HUVEC tox IL1B -13.5.
Cc1ccc(C)c(S(=O)(=O)Nc2ccc(O)cc2)c1 was read as FAK inh -9.2, ERa coact inh -8.8, PTPN22 act -3.2, PTK2B oligo ant 0.28 and PTPN22 inh 2 3.7.
Screening CC1(C)Cc2c(C#N)c(SCc3nc4ccccc4[nH]3)nc(N3CCOCC3)c2CO1 returned TNFa cytotox -34.6, FAK inh -1.1, VCAM1 TNFa inh 7.1, ERa coact inh -4.0, F-actin modifier 16.1, PTPN22 act 1.7, PTK2B oligo ant -0.25, PTPN22 inh 2 -4.6 and HUVEC tox IL1B -64.0.
`CCOC(=O)CNC(c1ccccc1)c1cc(Br)ccc1NC(=O)OCC` (configuration not stated) gave TNFa cytotox 15.7, FAK inh -0.3, VCAM1 TNFa inh 8.0, F-actin modifier -12.6, PTPN22 act -10.4, PTK2B oligo ant -2.85, PTPN22 inh 2 13.8 and HUVEC tox IL1B 0.0.
`CCC(=O)NC(c1ccc([N+](=O)[O-])cc1)c1c(O)ccc2ccccc12` (configuration not stated) gave TNFa cytotox -8.1, FAK inh -0.2, VCAM1 TNFa inh 5.0, F-actin modifier -30.9, PTPN22 act -2.4, PTK2B oligo ant -3.15*, PTPN22 inh 2 8.3 and HUVEC tox IL1B 0.8.
For COc1ccc(S(=O)(=O)N2CCN(c3c(C)cccc3C)CC2)cc1OC the results were TNFa cytotox -16.5, FAK inh -0.1, VCAM1 TNFa inh 11.3, ERa coact inh -6.1, F-actin modifier 0.1, PTPN22 act -1.7, PTPN22 inh 2 -1.1 and HUVEC tox IL1B -11.2.
`O=C(CSc1nnc(-c2ccccc2Cl)o1)Oc1ccc(Br)cc1` gave TNFa cytotox -9.1, FAK inh -2.2, VCAM1 TNFa inh 10.1, ERa coact inh -1.1, F-actin modifier -9.1, PTPN22 act -0.4, PTK2B oligo ant 1.18, PTPN22 inh 2 -0.2 and HUVEC tox IL1B 17.9.
Cc1oc2cc(O)cc(C)c2c(=O)c1-c1cnn(-c2ccccc2)c1 was read as TNFa cytotox -2.1, FAK inh 2.4, VCAM1 TNFa inh -2.9, ERa coact inh 14.0, F-actin modifier -12.0, PTPN22 act -10.0, PTK2B oligo ant -3.78*, PTPN22 inh 2 7.2 and HUVEC tox IL1B -6.7.
Screening O=C(NC1CCCCC1)c1ccc(Br)o1 returned TNFa cytotox -27.8, FAK inh -2.3, VCAM1 TNFa inh 13.1, ERa coact inh 3.9[fluorescence artefact?], F-actin modifier 13.9, PTPN22 act 9.6, PTK2B oligo ant 1.24, PTPN22 inh 2 -12.0 and HUVEC tox IL1B 7.5.
CCOC(=O)CN(C(=O)Cn1nnc2ccccc21)C(C(=O)NCCOC)c1ccccc1C (configuration not stated) was read as TNFa cytotox 10.5, FAK inh -1.8, VCAM1 TNFa inh 24.5, ERa coact inh 0.7, F-actin modifier -16.2, PTPN22 act 10.9, PTK2B oligo ant 0.23, PTPN22 inh 2 -8.3 and HUVEC tox IL1B 27.6.
COc1ccc(-c2c(C(C)=O)c(C)nc3sc4c(c23)NC(c2ccccc2)NC4=O)cc1 (configuration not stated) was read as TNFa cytotox -11.0, FAK inh -8.7, VCAM1 TNFa inh 9.4, F-actin modifier 3.4, PTPN22 act 11.2, PTK2B oligo ant 1.12 and PTPN22 inh 2 -5.4.
For CCOc1ccccc1NC(=O)c1ccccc1NS(C)(=O)=O the results were TNFa cytotox 3.2, FAK inh -3.0, VCAM1 TNFa inh 0.2, ERa coact inh -2.4, F-actin modifier -9.1, PTPN22 act 0.2, PTK2B oligo ant -0.2, PTPN22 inh 2 -3.1 and HUVEC tox IL1B -48.2.
